Bioassay records from PubChem.
TR SRC2 fluor cs: Texas Red fluorescence interference in TRb-SRC2 counter-screen | TRb/SRC2 Texas Red total fluorescence interference | Potency, µM (doses to about 106 µM), without a hit: top-dose fluorescence change, negative = quenching | 280,000 compounds, 0.29% hits; active means well fitted curve in either direction with a large enough effect; inconclusive means small, poorly fitted or top-dose-only effect; further: on the % scale 0 is the no-effect control and ±100 the full control effect
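Human TRβ ligand-binding domain (0.6 uM) and Texas Red SRC2 peptide (20 nM) in Tris buffer with 1 uM T3 and 5% DMSO were incubated with pinned compound for 5 hr at ambient temperature. Total fluorescence was computed as S + 2P (555/632 nm).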
ALDH1A1 inh: inhibitors of human aldehyde dehydrogenase 1A1; Potency, µM (doses to about 75.3 µM), for inactives: top-dose activity, negative = inhibition, actives largely listed as inhibitors; 220,000 compounds, 7.3% hits; P00352; Purified ALDH1A1, NADH fluorescence, propionaldehyde substrate; active means well fitted inhibition curve with a large enough effect, not every such curve was filed as active; inconclusive means small, poorly fitted or top-dose-only effect, or another doubt; inactive means no such curve, though single readings can be large or run the other way;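 further: plate controls were no enzyme wells and a reference inhibitor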
Target sequence (P00352 whole entry, looked up): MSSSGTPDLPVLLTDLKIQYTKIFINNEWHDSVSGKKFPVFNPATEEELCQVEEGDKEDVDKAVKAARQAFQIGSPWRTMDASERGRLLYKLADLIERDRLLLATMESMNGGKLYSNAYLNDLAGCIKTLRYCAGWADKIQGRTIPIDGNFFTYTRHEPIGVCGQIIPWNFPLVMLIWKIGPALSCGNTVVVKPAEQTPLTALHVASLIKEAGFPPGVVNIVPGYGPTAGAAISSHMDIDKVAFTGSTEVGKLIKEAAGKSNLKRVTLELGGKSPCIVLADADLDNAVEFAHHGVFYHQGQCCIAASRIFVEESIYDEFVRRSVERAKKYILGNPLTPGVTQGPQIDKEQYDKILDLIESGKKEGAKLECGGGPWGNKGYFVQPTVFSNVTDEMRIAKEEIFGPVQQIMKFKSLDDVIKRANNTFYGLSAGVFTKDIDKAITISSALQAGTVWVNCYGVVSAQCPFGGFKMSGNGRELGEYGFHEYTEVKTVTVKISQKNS
SMN2 splice up: increases expression of the SMN2 splice variant. HEK293 SMN2-luciferase splicing reporter, luminescence, 30-36 h. Potency, µM (titrated, usually from 46.1 µM), without a hit: at the highest dose activity change, positive = activation, actives largely listed as activators. 210,000 compounds, 2.8% hits. AID 1458; further: % of control where 0% means no effect; nearly all actives have a fitted effect of over 55% in size
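HEK293 cells carry an SMN2 […]–luciferase reporter in which exon 7 inclusion puts luciferase in frame. Cells were plated 10-12 h before compound addition, then incubated 30-36 h at 37C. ONE-Glo luminescence was read; sodium butyrate at 4.5 mM final served as control.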
TRb-SRC2 inh: disrupts binding of human TR beta to SRC2 | TRbeta-SRC2 peptide binding, fluorescence polarization; receptor liganded with 1 µM T3 | 280,000 compounds, 0.065% hits | P10828 | Potency, µM (doses to about 106 µM), for the others: at the top dose activity change, negative = inhibition, usual class: inhibitors;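 further: plate controls were bound peptide for no effect and peptide without receptor for full effect; nearly all actives have a fitted effect of over 50% in size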
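Fluorescence polarization of 20 nM Texas Red SRC2 peptide (20-aa NR interaction domain) bound to 0.6 uM human TRb ligand-binding domain, with 1 uM T3, after 5 hr at ambient temperature; inhibition seen as decreased polarization.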
RECQ1 helicase: inhibitors of human RECQ1 DNA helicase. RECQ1 DNA unwinding, red fluorescence kinetic read. Potency, µM (series often up to 57.3 µM), inactives show at the top dose activity, negative = inhibition, hits mostly inhibitors. 240,000 compounds, 0.54% hits. AID 2549;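 further: plate controls were vehicle for no effect and no enzyme for full effect; nearly all actives have a fitted effect of over 30% in size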
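RECQ1T1 50 nM; forked duplex (20 bp + 30-nt ss tails) 200 nM, ATP 2 mM final; pH 8.0, 2 mM MgCl2, 2.5 ug/ml poly(dI-dC); 15 min compound preincubation; discontinuous kinetic read over 2 h at RT.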
RGS12 GoLoco inh: inhibitors of human Gai1-RGS12 GoLoco interaction (red fluorophore); Potency, µM (series often up to 61.6 µM), without a hit: top-dose activity, negative = inhibition, hits mostly inhibitors; 230,000 compounds, 0.44% hits; P63096; Gai1:RGS12 GoLoco peptide FP, rhodamine, 10 min; AID 880; active means well fitted inhibition curve with a large enough effect, not every such curve was filed as active; inactive means no such curve, though single readings can be large or run the other way; further: on the % scale 0 is the no-effect control and ±100 the full control effect; nearly all actives have a fitted effect of over 30% in size; many of its hits are not listed in these tables
JMJD2E inh: blocks human JMJD2E demethylase activity. JMJD2E catalytic domain, FDH-coupled NADH fluorescence (FDH is formaldehyde dehydrogenase). Potency, µM (highest dose often 57.1 µM), for inactives: at the top dose activity change, negative = inhibition, actives largely listed as inhibitors. 230,000 compounds, 1.6% hits; active means well fitted inhibition curve with a large enough effect, not every such curve was filed as active; inconclusive means small, poorly fitted or top-dose-only effect, or another doubt; inactive means no such curve, though single readings can be large or run the other way;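 further: 0% = wells with enzyme and -100% = buffer wells without enzyme; nearly all actives have a fitted effect of over 50% in size; many of its hits are not listed in these tables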
Target sequence (B2RXH2 1-337 limits assumed): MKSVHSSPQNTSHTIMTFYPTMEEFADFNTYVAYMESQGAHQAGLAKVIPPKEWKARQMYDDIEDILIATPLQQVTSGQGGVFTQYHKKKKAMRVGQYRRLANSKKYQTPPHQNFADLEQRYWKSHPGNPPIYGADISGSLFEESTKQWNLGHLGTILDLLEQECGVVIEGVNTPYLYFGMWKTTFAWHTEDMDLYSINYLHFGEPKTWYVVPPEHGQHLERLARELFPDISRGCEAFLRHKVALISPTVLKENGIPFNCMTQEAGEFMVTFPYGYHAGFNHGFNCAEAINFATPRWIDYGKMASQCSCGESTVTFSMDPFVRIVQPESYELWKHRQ
Lamin A splicing: modulators of lamin A splicing | HeLa LMNA splicing GFP/RFP minigene ratio, 48 h | Potency, µM (series often up to 46.1 µM), inactives show top-dose ratio change, negative = inhibition, actives largely listed as inhibitors | 200,000 compounds, 0.01% hits; active means well fitted inhibition curve with a large enough effect in the signal ratio, with a control signal flat, not every such curve was filed as active; inconclusive means small, poorly fitted or top-dose-only effect, or effect the other way, or a change in a side signal; the % refers to the signal ratio; further: on the % scale 0 is the no-effect control and ±100 the full control effect
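S3 HeLa stable clones carrying a lamin A-EGFP splicing minigene plus DsRed2 were seeded at 600 cells/well in Opti-MEM with 2% FBS, pin-dosed and incubated 48 h at 37°C. Acumen cytometry (488 nm) gave the GFP/RFP total-intensity ratio.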
An asterisk follows results filed as active; i = inactive; u = inconclusive; x = no result given; & = joins results of further samples; [ ] = dose if it differs, or a comment. Unless noted, the call rests on the fitted dose curve; in most records, active means well fitted curve in the direction sought with a large enough effect; inconclusive means small, poorly fitted or top-dose-only effect, or another doubt; inactive means no such curve, though single readings can be large; an effect the other way counts as inactive or inconclusive. Potency means the concentration at half of the fitted maximal effect. The list is partial. The share of hits here may be higher or lower than overall.

Molecule	TR SRC2 fluor cs	ALDH1A1 inh	SMN2 splice up	TRb-SRC2 inh	RECQ1 helicase	RGS12 GoLoco inh	JMJD2E inh	Lamin A splicing
CCC1=C(OC(=O)N(CC)CC)N2C(=O)OC(=NCCc3c[nH]c4ccccc34)[C@]2(C)[C@H]2C1=CC[C@H]1C(=O)NC(=O)[C@H]12	1%&-4%	4%	-16%	2%&0%	-6%	3%&-4%	-5%&4%	x
Cc1ccc(Nc2nc(/N=C/N(C)C)n[nH]2)cc1C	-1%	2%	u	-8%	-9%	12%	5%	13%[46 µM]
CCc1ccc(C2C(C#N)=C(N)C(C#N)(C#N)C3=CCC(C(C)(C)C)CC32)cc1 (configuration not stated)	-4%	u	-32%[inhibitor]	-9%	-14%	-8%	u	u
C=CCSC1=C(C#N)C(c2ccccc2)CC(=O)N1 (configuration not stated)	0%	u	-4%	5%	-2%	12%	1%	-8%
O=C(CCc1ccc(S(=O)(=O)N2CCOCC2)cc1)Nc1ccc2ccccc2c1	-2%	u	-6%	12%	-8%	35%[activator]	-9%	u
Cc1c(/C(O)=C2\C(=O)C(=O)N(CCCN(C)C)C2c2ccccc2)cnn1-c1ccccc1 (configuration not stated)	-3%	u	-3%	1%	i	6%	-8%	7%
CC(=O)OCC1OC(C#Cc2ccc(F)cc2F)C=CC1OC(C)=O (configuration not stated)	-2%[11.2 µM]	u	x	5%[11.2 µM]	-2%[11.5 µM]	x	x	x
CCn1c(COc2ccc(=O)n(-c3ccccc3)n2)nnc1SCC(=O)OC	1%	8%	-7%	-1%	-1%	-4%	7%	15%[9.22 µM]
CS(=O)(=O)N(CC(=O)Nc1ccccc1Cl)c1ccc(Cl)cc1	-3%	2%	x	5%	-6%	-13%	-1%	x
CN(C)S(=O)(=O)c1ccc(S(=O)(=O)N2CCCC2)cc1	-2%	-13%	8%	0%	-10%	-9%	-9%	7%
Cc1c(C(=O)O)cnc2cc(-c3ccc(Cl)cc3)nn12	-1%	7%	11µM*	0%	i	8%	u	u
CC(C(=O)Nc1nccs1)c1ccc([N+](=O)[O-])cc1 (configuration not stated)	1%	7%	3%	2%	i	5%	6%	x
COCCn1c(=O)c(-c2cn(C)c3ccccc23)nc2cnc(Oc3ccc(OC)cc3)nc21	x	-6%	-1%	x	-5%	27%	x	x
COc1ccc(CN2C(=O)c3cccnc3C2Nc2ccc(C)cc2)cc1 (configuration not stated)	-10%	1%	0%	0%	-8%	9%	u	-3%
CC(C)C(=O)Nc1ccc(Br)cc1Cl	-6%	-4%	-15%	-10%	i	4%	-1%	x
Cc1ccc(C(=O)NNC(=O)c2ccc(SCC3CCCO3)c([N+](=O)[O-])c2)cc1 (configuration not stated)	-2%	u	-22%	-11%	1%	4%	1%	u
COc1ccccc1CCn1c(=O)c(C)nc2cncnc21	x	-4%	3%	x	i	18%	x	x
CSc1nnc(-c2ccco2)n1-c1ccccc1	3%	u	-5%	-17%	-6%	-5%	-7%	-2%
CC(C)N1CCN(Cc2coc3ccccc3c2=O)CC1CCO (configuration not stated)	-1%	14%	x	-13%	i	50%[activator]	-6%	x
COc1ccc(C(=O)Nc2ccc(C(=O)OCC(=O)c3ccccc3)cc2)cc1	5%	1%	0%	1%	-3%	1%	3%	-3%
Cc1cccc(NC(=O)c2ccc([N+](=O)[O-])o2)c1C	-3%	16%	0%	1%	-8%	12%	-8%	-27%[46 µM]
COC1CC(O[C@H]2/C(C)=C/CC3CC(C[C@]4(CCC(C)C(C5CCCCC5)O4)O3)OC(=O)[C@H]3C=C(C)/C(=N/O)C4OC/C(=C\C=C\[C@@H]2C)[C@@]43O)OC(C)C1O (some centres not stated)	0%	4%	9%	-4%	-9%	-6%	-1%	u
CCN(CC)CCn1c(N)cc(=O)[nH]c1=O	-1%	-6%	12%	1%	-5%	11%	-2%	-4%[46 µM]
Nc1cc(C(=O)OCC(=O)NC(c2ccccc2)c2ccccc2)ccc1Cl	-1%	12%	6%	-5%	0%	1%	-2%	-8%
Cc1cc(C(=O)N2CCN(c3ncccn3)CC2)nn1C	-1%	x	x	-5%	-4%	14%	-22%	x
COc1cc(CNc2ccccc2Oc2cc(=O)n(C)c(=O)n2C)cc(OC)c1OC	-2%	4%	19%	-1%	-5%	3%	10%	-9%
CCCNS(=O)(=O)c1ccc2c(c1)CCCN2C(C)=O	1%	22µM*	9%	-17%	-14%	-6%	3%	-3%
Cc1ccc(CSCC(=O)N/N=C/c2ccc(OCC(=O)Nc3ccc(C)cc3)cc2)cc1	-15%	-1%	-35%	27%	-5%	76%[activator]	-1%	u
CCCC(CCC(=O)Nc1cc([N+](=O)[O-])ccc1O)C(=O)O (configuration not stated)	-3%	-14%	1%	-2%	-3%	1%	-25%	7%[9.22 µM]
O=C(/C=C/c1ccco1)Nc1ccccc1N1CCCC1	-5%	0%	15%	-2%	i	-12%	-4%	x

Compound profiles, from the list above:
COc1ccccc1CCn1c(=O)c(C)nc2cncnc21 reads TR SRC2 fluor cs: x; ALDH1A1 inh: -4%; SMN2 splice up: 3%; TRb-SRC2 inh: x; RECQ1 helicase: i; RGS12 GoLoco inh: 18%; JMJD2E inh: x; Lamin A splicing: x
CC(=O)OCC1OC(C#Cc2ccc(F)cc2F)C=CC1OC(C)=O (configuration not stated) reads TR SRC2 fluor cs: -2%[11.2 µM]; ALDH1A1 inh: u; SMN2 splice up: x; TRb-SRC2 inh: 5%[11.2 µM]; RECQ1 helicase: -2%[11.5 µM]; RGS12 GoLoco inh: x; JMJD2E inh: x; Lamin A splicing: x
Cc1c(C(=O)O)cnc2cc(-c3ccc(Cl)cc3)nn12 reads TR SRC2 fluor cs: -1%; ALDH1A1 inh: 7%; SMN2 splice up: 11µM*; TRb-SRC2 inh: 0%; RECQ1 helicase: i; RGS12 GoLoco inh: 8%; JMJD2E inh: u; Lamin A splicing: u

Quoted at random: 2 entries already listed, in no set order.
Molecule	TR SRC2 fluor cs	ALDH1A1 inh	SMN2 splice up	TRb-SRC2 inh	RECQ1 helicase	RGS12 GoLoco inh	JMJD2E inh	Lamin A splicing
COc1ccccc1CCn1c(=O)c(C)nc2cncnc21	x	-4%	3%	x	i	18%	x	x
Cc1cccc(NC(=O)c2ccc([N+](=O)[O-])o2)c1C	-3%	16%	0%	1%	-8%	12%	-8%	-27%[46 µM]

Further records.
Molecule	TR SRC2 fluor cs	ALDH1A1 inh	SMN2 splice up	TRb-SRC2 inh	RECQ1 helicase	RGS12 GoLoco inh	JMJD2E inh	Lamin A splicing
CC(C)Sc1nc2c(c(=O)n(C)c(=O)n2C)n1Cc1ccc(Cl)cc1	0%	8.9µM*	-24%	-5%	2%	3%	11%	7%
O=S(=O)(Nc1nc2ccccc2nc1Cl)c1ccc2ccccc2c1	0%	u	-71%[inhibitor]	0%	9%	2%	0%	-19%
COc1ccc2[nH]c(=S)[nH]c2c1	-1%	-6%	-8%	-10%	6%	4%	-2%	-1%
COc1cc(C)ccc1NC(=O)c1ccc(S(=O)(=O)N2CCOCC2)cc1	-3%	12%	-6%	-1%	i	6%	0%	15%
CCOC(=O)C1CCN(C(=O)c2ccc(OC)cc2OC)CC1	-4%	4%	-7%	-2%	2%	-3%	2%	13%
COc1ccc(OC)c(NC(=O)COC(=O)C2CCN(C(=O)c3ccc(Cl)cc3)CC2)c1	0%	5%	x	-2%	0%	1%	-8%	x
Cc1ccc2nc(NCc3ccccc3)c(C=NCc3ccccc3)c(=O)n2c1	0%	u	u	3%	7%	8%	u	6%
COc1ccc(S(N)(=O)=O)cc1C(=O)NCCCN1CCN(c2cccc(Cl)c2)CC1	-1%	-12%	-32%[inhibitor]	1%	i	2%	1%	-8%
C=CCNC(=O)c1cc(=O)c2ccccc2o1	-1%	0%	1%	-6%	i	5%	-9%	14%
COc1ccc(/C=C2/SC(=O)N(CCC(=O)Nc3ccccc3)C2=O)cc1OC	1%	u	-27%	-3%	2%	-7%	-1%	-4%
CCCC1CCC(=NNC(=S)NCCc2ccccc2)CC1 (configuration not stated)	-1%	-6%	13%	2%	-8%	4%	3%	x
CC(C)c1nnc(NC(=O)c2sc3ccccc3c2Cl)s1	1%	u	u	-2%	-10%	1%	4%	1%
COc1cc(C(C(=O)NC2CCCCC2)N(C(=O)Cc2c[nH]c3ccccc23)c2ccc(C)cc2)cc(OC)c1OC (configuration not stated)	-1%	-4%	-38%[inhibitor]	-2%	i	1%	1%	-16%
COCc1ccc(C(=O)N2CCCC(C(=O)c3cccc(C(F)(F)F)c3)C2)o1 (configuration not stated)	1%	u	x	-3%	-1%	-8%	-1%	8%[46 µM]
COc1cnc(-c2ccccn2)nc1Oc1c(C)cccc1C	-1%	0%	x	-13%	-2%	0%	13%	u
O=C(Nc1ccncc1)c1cc(-c2ccccn2)nc2ccccc12	-2%	-2%	-16%	1%	-2%	5%	-18%	x
CCc1ccc(NC(=O)c2cnn3c(C(F)F)cc(C)nc23)cc1	-2%	23%	-16%	5%	i	2%	-13%	x
CC1(C)OC(C(=O)NC2CCCCC2)C(C(=O)NC2CCCCC2)O1 (configuration not stated)	2%	-3%	-19%	-1%	-2%	-5%	-2%	10%
CSc1nc2sc3c(c2c(=O)n1C)CCC(C)C3 (configuration not stated)	0%	25µM*	1%	3%	10%	7%	-14%	8%
CCc1ccc(NC(=O)COC(=O)/C(=C/c2ccccc2OC)c2ccccc2)cc1	-4%	10%	1%	-10%	-11%	-9%	8%	-3%
COc1ccc(NC(=O)c2cc(-c3ccco3)on2)cc1	-1%	u	u	-2%	-2%	49%[activator]	-1%	x
Cc1ccc([N+](=O)[O-])cc1N(CC(=O)NC1CCCC1)S(C)(=O)=O	1%	7%	27%	-1%	i	-9%	6%	x
CC(C)CNC(=O)c1ccccc1NC(=O)CSCc1ccccc1	-1%	-2%	-2%	-4%	-1%	-13%	u	4%
